MazF activator: activators of E. coli MazEF toxin-antitoxin RNase; FAM/BHQ RNA-DNA oligo cleavage fluorescence, 5 h; activation, % at 20 µM; AID 504720; 350,000 tested, 0.32% active; P0AE70; in the data active means activation above about 50%
Target sequence (P0AE70 whole entry, looked up): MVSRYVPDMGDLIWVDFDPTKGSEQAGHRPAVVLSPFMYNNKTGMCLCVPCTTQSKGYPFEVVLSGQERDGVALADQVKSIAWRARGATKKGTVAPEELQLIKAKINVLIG
Vc quorum ag: quorum light induction in luxS cqsA deficient V. cholerae | V. cholerae BH1578 lux reporter, luminescence, 6 h | activation, % at 18.7 µM | 350,000 tested, 0.16% active; in the data active means activation mostly above about 9.7%, no sharp cut-off; further: not every result past the cut was called active; inactives centre near 0; reference of the scale not given here
GDH-TPI counter: GDH-TPI coupled enzyme inhibition counter-screen; GDH-TPI coupled enzyme counterscreen, NADH absorbance; inhibition, % at 4.8 µM; 360,000 tested, 1.2% active; AID 588335; in the data active means inhibition above about 30%;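 further: 0% = DMSO wells and 100% = wells lacking the enzyme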
DUSP3 inh: inhibitors of human VHR1 phosphatase (DUSP3) | P51452 | recombinant VHR phosphatase, pNPP absorbance | inhibition, % at 13.3 µM | 290,000 tested, 0.52% active; in the data active means inhibition above about 50%; further: some compounds called inactive have numbers as strong as hits
Target sequence (P51452 whole entry, looked up): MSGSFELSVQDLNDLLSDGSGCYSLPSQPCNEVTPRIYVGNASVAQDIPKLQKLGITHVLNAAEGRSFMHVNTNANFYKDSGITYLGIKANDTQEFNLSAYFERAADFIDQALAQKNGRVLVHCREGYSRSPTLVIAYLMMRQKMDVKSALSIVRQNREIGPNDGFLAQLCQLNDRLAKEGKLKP
PriA SSB inh: K. pneumoniae PriA-SSBct interaction inhibition | AID 1272365 | AlphaScreen SSBct-PriA binding, biotinylated peptide | 430,000 tested, 0.6% active | inhibition, % at 33 µM; in the data active means inhibition mostly above about 37%, no sharp cut-off; inactive means mostly below about 20%;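 further: plate controls were negative control peptide for no effect and reference peptide for full effect; strong numbers were not always called active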
FBA Mtb inh: inhibits M. tuberculosis FBA enzyme; P9WQA3; purified M. tuberculosis FBA, fluorescence read-out; AID 588726; 360,000 tested, 2.3% active; inhibition, % at 1 µM; in the data active means inhibition above about 27%;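 further: 0% = vehicle and 100% = reference inhibitor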
Target sequence (P9WQA3 whole entry, looked up): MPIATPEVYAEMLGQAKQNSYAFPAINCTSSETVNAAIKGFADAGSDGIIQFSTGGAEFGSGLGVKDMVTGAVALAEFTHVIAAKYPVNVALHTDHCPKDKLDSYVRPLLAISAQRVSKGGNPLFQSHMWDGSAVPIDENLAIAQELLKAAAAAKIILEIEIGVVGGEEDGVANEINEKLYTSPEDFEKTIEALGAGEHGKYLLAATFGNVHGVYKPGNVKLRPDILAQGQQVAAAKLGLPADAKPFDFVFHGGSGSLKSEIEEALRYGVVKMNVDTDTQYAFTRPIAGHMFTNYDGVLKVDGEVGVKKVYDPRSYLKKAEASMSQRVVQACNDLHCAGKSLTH
BioA inh: blocks M. tuberculosis BioA enzyme activity; purified M. tuberculosis BioA enzyme, plate reader; inhibition, % at 9.99 µM; 360,000 tested, 0.096% active; AID 602481; in the data active means inhibition above about 40%
3CLpro inhibitor: SARS-CoV 3CLpro protease inhibition. 290,000 tested, 0.14% active. inhibition, % at 6 µM. recombinant SARS-CoV 3CLpro, quenched FRET peptide cleavage; in the data active means inhibition above about 12%
Rv3671c protease: inhibits the M. tuberculosis serine protease Rv3671c; P9WHR9; inhibition, % at 5.96 µM; 320,000 tested, 0.048% active; in the data active means inhibition above about 38%;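 further: extracellular domain of Rv3671c used as enzyme; 0% = enzyme with DMSO and 100% = no enzyme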
Target sequence (P9WHR9 whole entry, looked up, the tested form may be a part): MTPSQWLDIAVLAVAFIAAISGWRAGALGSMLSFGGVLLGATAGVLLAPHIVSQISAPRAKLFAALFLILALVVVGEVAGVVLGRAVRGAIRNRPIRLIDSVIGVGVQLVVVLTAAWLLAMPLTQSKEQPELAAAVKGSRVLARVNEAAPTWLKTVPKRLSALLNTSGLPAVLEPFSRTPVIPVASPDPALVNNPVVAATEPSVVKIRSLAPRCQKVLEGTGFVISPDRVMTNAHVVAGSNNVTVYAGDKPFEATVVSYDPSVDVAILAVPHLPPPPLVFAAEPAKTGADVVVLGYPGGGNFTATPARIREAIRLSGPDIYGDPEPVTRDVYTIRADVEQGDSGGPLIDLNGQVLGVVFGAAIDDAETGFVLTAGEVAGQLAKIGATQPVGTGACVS
UGM FP inh: inhibitors of M. tuberculosis UDP-galactopyranose mutase. purified UGM, fluorescence polarization probe displacement. inhibition, % at 10 µM. 320,000 tested, 0.06% active. AID 504406; in the data active means inhibition above about 10%, passing the limit was not always enough
Starred values were filed as active, the others as inactive; & = joins results of further samples. The list is partial (hit frequency here may not be typical).

What do the screens show for `N#Cc1cnc2c(-c3ccccc3)c(-c3ccccc3)nn2c1N`?
MazF activator: -5; Vc quorum ag: 0.8; GDH-TPI counter: -2; DUSP3 inh: 1; PriA SSB inh: -5; FBA Mtb inh: 0; BioA inh: 3.2; 3CLpro inhibitor: 1; Rv3671c protease: -63; UGM FP inh: -1.3

What do the screens show for `C=CCNC(=S)N1CCN(CCN=CC2=C(O)CC(c3cccs3)CC2=O)CC1` (centres undefined)?
MazF activator: 2; Vc quorum ag: -0.3; GDH-TPI counter: 1; DUSP3 inh: 35; PriA SSB inh: -10; FBA Mtb inh: 4; BioA inh: 2.1; 3CLpro inhibitor: 2; Rv3671c protease: -6; UGM FP inh: 0.4

What do the screens show for `COc1ccc2c(c1)c1c(c(=O)n(-c3ccc(C)cc3)c(=O)n1CC(=O)NCC1CCCO1)n2C` (centres undefined)?
MazF activator: 1; Vc quorum ag: 0.3; GDH-TPI counter: -15; FBA Mtb inh: 29*; BioA inh: -0.1

How did N#CC1C(=O)NC(=O)C(C#N)C12CCCC(C(F)(F)F)C2 (centres undefined) do in these assays?
MazF activator: -6; Vc quorum ag: inactive; GDH-TPI counter: 7; PriA SSB inh: -7; FBA Mtb inh: 0

How did Cc1cccc(NC(=O)c2cc(Cl)sc2Cl)c1C do in these assays?
MazF activator: -6; Vc quorum ag: -0.2; GDH-TPI counter: 8; DUSP3 inh: 7; PriA SSB inh: 5; FBA Mtb inh: -1; 3CLpro inhibitor: 2; Rv3671c protease: -2; UGM FP inh: -3.0

How did CCOc1ccc(NC(=O)c2cc(S(=O)(=O)N3CCCCC3)c[nH]2)cc1 do in these assays?
MazF activator: 10; Vc quorum ag: -0.3; GDH-TPI counter: -11; DUSP3 inh: 10; PriA SSB inh: 6; FBA Mtb inh: -2; BioA inh: 3.5; 3CLpro inhibitor: -1; Rv3671c protease: -1; UGM FP inh: -1.6

What do the screens show for `CCc1ccc(Nc2nc(N)nc(CSc3nnnn3-c3ccccc3)n2)cc1`?
MazF activator: -33; Vc quorum ag: inactive; GDH-TPI counter: 0; DUSP3 inh: -2; PriA SSB inh: -6; FBA Mtb inh: 1; BioA inh: -2.1; 3CLpro inhibitor: -3; Rv3671c protease: -6; UGM FP inh: 0.5

What do the screens show for `COc1cccc(Nc2nc(-c3sc(NC(=O)c4ccco4)nc3C)cs2)c1`?
MazF activator: -8; Vc quorum ag: inactive; GDH-TPI counter: 15; DUSP3 inh: 25; PriA SSB inh: 3; FBA Mtb inh: 0; BioA inh: -1.3; 3CLpro inhibitor: -2; Rv3671c protease: -2; UGM FP inh: -0.5

How did COc1ccc(S(=O)(=O)N(C)C)cc1NC(=O)CSc1nncs1 do in these assays?
MazF activator: -3; Vc quorum ag: inactive; GDH-TPI counter: 1; DUSP3 inh: 28; PriA SSB inh: -4; FBA Mtb inh: 1; BioA inh: 15; 3CLpro inhibitor: 5; Rv3671c protease: -7; UGM FP inh: -6.3

How did O=C(O/N=C/C1=C(Cl)c2ccccc2CC1)c1ccc(F)cc1 do in these assays?
MazF activator: 4; Vc quorum ag: inactive; GDH-TPI counter: 5; DUSP3 inh: 19; FBA Mtb inh: 0; BioA inh: -0.9; 3CLpro inhibitor: 6; Rv3671c protease: -4; UGM FP inh: -1.6

What do the screens show for `CNS(=O)(=O)c1cc(N(C)S(=O)(=O)c2ccc(C)cc2)c(C)cc1C`?
MazF activator: 2; Vc quorum ag: -0.8; GDH-TPI counter: -4; DUSP3 inh: 33; PriA SSB inh: 0; FBA Mtb inh: 2; 3CLpro inhibitor: 0; Rv3671c protease: 16; UGM FP inh: 1.0

What do the screens show for `Cc1ccc(-n2[nH]c3c4c(ccc3c2=O)C(=O)c2ccccc2C4=O)cc1`?
MazF activator: -4; Vc quorum ag: 0.3; GDH-TPI counter: -5; DUSP3 inh: -12; PriA SSB inh: -15; FBA Mtb inh: -1; 3CLpro inhibitor: 3; Rv3671c protease: -1; UGM FP inh: -8.5

How did CC(C)Cc1ccc(/C=C/C(=O)NC2CC2)cc1 do in these assays?
MazF activator: -6; Vc quorum ag: -0.3; GDH-TPI counter: -2; DUSP3 inh: -4; PriA SSB inh: -5; FBA Mtb inh: 0; BioA inh: -1.0; 3CLpro inhibitor: 0; Rv3671c protease: -2; UGM FP inh: -2.4

What do the screens show for `COC(=O)c1sc(NC(=O)COc2ccccc2OC)nc1C`?
MazF activator: 4; Vc quorum ag: inactive; GDH-TPI counter: 9; DUSP3 inh: -6; PriA SSB inh: -10; FBA Mtb inh: -2; BioA inh: -2.0; 3CLpro inhibitor: 1; Rv3671c protease: -4; UGM FP inh: 0.4

What do the screens show for `CC1(C)Cc2c(sc3nc(C4CCCCC4)n(N)c(=O)c23)CO1`?
MazF activator: 4; Vc quorum ag: -1.0; GDH-TPI counter: 3; DUSP3 inh: 40; PriA SSB inh: -8; FBA Mtb inh: 1; 3CLpro inhibitor: -2; Rv3671c protease: 9; UGM FP inh: -1.1

What do the screens show for `CCOC(=O)C1CCCN(C(=O)c2ccc(CNc3c(N4CCC(C)CC4)c(=O)c3=O)cc2)C1` (centres undefined)?
MazF activator: 5; Vc quorum ag: -0.3; GDH-TPI counter: 14; DUSP3 inh: 2; PriA SSB inh: -6; FBA Mtb inh: -2; BioA inh: 3.9; 3CLpro inhibitor: 2; Rv3671c protease: -3; UGM FP inh: 5.0

What do the screens show for `CCOC(=O)c1[nH]c2ccc(OC)cc2c1NC(=O)OC`?
MazF activator: 4; Vc quorum ag: inactive; GDH-TPI counter: -1; DUSP3 inh: -10; PriA SSB inh: -1; FBA Mtb inh: 38*; BioA inh: 1.5; 3CLpro inhibitor: 0; Rv3671c protease: -3; UGM FP inh: -0.2

How did CCCc1nc(SCC(=O)NNC(=O)C2CCCCC2)c2ccccc2n1 do in these assays?
MazF activator: -15; Vc quorum ag: inactive; GDH-TPI counter: 5; DUSP3 inh: 4; PriA SSB inh: -18; FBA Mtb inh: -2; BioA inh: -1.5; 3CLpro inhibitor: 2; Rv3671c protease: 1; UGM FP inh: 2.3

Results for O=C(N/N=C/c1cn(Cc2ccccc2)c2ccccc12)c1cccnc1 ?
MazF activator: 16; Vc quorum ag: -0.2; GDH-TPI counter: 29; DUSP3 inh: 2; FBA Mtb inh: -2; 3CLpro inhibitor: 4; Rv3671c protease: -1; UGM FP inh: -0.3

Results for CC(=O)c1ccc(N2CCN(C(=O)C3CCN(C(=O)Nc4ccccc4)CC3)CC2)cc1 ?
MazF activator: 8; Vc quorum ag: -2.6; GDH-TPI counter: 19; PriA SSB inh: 3; FBA Mtb inh: 3; BioA inh: 3.3; Rv3671c protease: 2; UGM FP inh: 1.3

What do the screens show for `COCCN(C(=O)c1csnn1)C(C(=O)NC1CCCCC1)c1ccc(Cl)cc1` (centres undefined)?
MazF activator: 2; Vc quorum ag: -0.4; GDH-TPI counter: -2; DUSP3 inh: 39; PriA SSB inh: -3; FBA Mtb inh: 0; BioA inh: -2.1; 3CLpro inhibitor: 0; Rv3671c protease: 2; UGM FP inh: 0.2

Results for CCOC(=O)CSC1=NC(=O)/C(=C\c2ccc(OC(C)=O)cc2)S1 ?
MazF activator: 65*; Vc quorum ag: -0.5; GDH-TPI counter: 25; DUSP3 inh: 19; PriA SSB inh: -2; FBA Mtb inh: -1; BioA inh: -3.7; 3CLpro inhibitor: -3; Rv3671c protease: -10; UGM FP inh: 0.0

How did COc1ccc(-n2c(SCc3ccccn3)nc3c(c2=O)SCC3)cc1OC do in these assays?
MazF activator: 9; Vc quorum ag: -0.2; GDH-TPI counter: 27; DUSP3 inh: 2; PriA SSB inh: 0&-3; FBA Mtb inh: 4; BioA inh: 36; 3CLpro inhibitor: -3; Rv3671c protease: 2; UGM FP inh: -1.2

What do the screens show for `CCn1c(-c2ccc(F)cc2)n[nH]c1=S`?
MazF activator: -5; Vc quorum ag: -3.6; GDH-TPI counter: 3; DUSP3 inh: 11; PriA SSB inh: -13; FBA Mtb inh: 4; BioA inh: -2.1; 3CLpro inhibitor: -2; Rv3671c protease: -4; UGM FP inh: -2.0

Results for Cc1cccc(N(CC(=O)NC2CCCC2)C(=O)c2csnn2)c1C ?
MazF activator: 9; Vc quorum ag: -8.8; GDH-TPI counter: -11; DUSP3 inh: 17; PriA SSB inh: -1; FBA Mtb inh: 1; BioA inh: -0.3; 3CLpro inhibitor: 7; Rv3671c protease: 3; UGM FP inh: -3.4

What do the screens show for `CCN(CC)c1nc2c(c(=O)n(C)c(=O)n2C)n1CC(=O)c1ccccc1`?
MazF activator: 0; Vc quorum ag: -0.4; GDH-TPI counter: 4; DUSP3 inh: 21; PriA SSB inh: -6; FBA Mtb inh: 1; BioA inh: 2.3; 3CLpro inhibitor: 5; Rv3671c protease: 7; UGM FP inh: -0.7

Results for Cc1ccc(CN(C(=O)c2ccc([N+](=O)[O-])cc2)C2CCS(=O)(=O)C2)o1 (centres undefined) ?
MazF activator: 5; Vc quorum ag: 6.1; GDH-TPI counter: 4; DUSP3 inh: 11; PriA SSB inh: -11; FBA Mtb inh: -3; BioA inh: 1.0; 3CLpro inhibitor: 2; Rv3671c protease: -3; UGM FP inh: 2.2

What do the screens show for `Oc1ccccc1N1CCN(c2nnnn2-c2ccccc2)CC1`?
MazF activator: -1; Vc quorum ag: inactive; GDH-TPI counter: 6; DUSP3 inh: 2; PriA SSB inh: -3; FBA Mtb inh: 1; BioA inh: -0.8; 3CLpro inhibitor: 2; Rv3671c protease: 5; UGM FP inh: 0.8

Results for CCN(CC)c1c(C)nc2ccc(C(=O)NCc3ccc4c(c3)OCO4)cn12 ?
Vc quorum ag: -5.0; GDH-TPI counter: 2; FBA Mtb inh: 3; BioA inh: 1.8

How did CC(C)CC1NC(=O)N(CC(=O)Nc2cccc(Br)c2)C1=O (centres undefined) do in these assays?
MazF activator: 0; Vc quorum ag: -0.6; GDH-TPI counter: 9; PriA SSB inh: -4; FBA Mtb inh: 6; BioA inh: 0.6; Rv3671c protease: -4; UGM FP inh: 2.3

What do the screens show for `CC(=O)Nc1ccc(C(=O)Nc2cccc(-c3cnc4ccccc4n3)c2)cc1`?
MazF activator: -25; Vc quorum ag: -0.5; GDH-TPI counter: 4; DUSP3 inh: 21; PriA SSB inh: -4; FBA Mtb inh: -2; 3CLpro inhibitor: -2

What do the screens show for `CCCCn1c(N)c(N(CC(C)C)C(=O)c2cc(=O)[nH]c3ccccc23)c(=O)[nH]c1=O`?
MazF activator: 11; Vc quorum ag: inactive; GDH-TPI counter: 8; PriA SSB inh: 1; FBA Mtb inh: 6; BioA inh: 2.0; Rv3671c protease: -5; UGM FP inh: -1.1

How did O=C(Cn1[nH]c(=O)c2ccccc2c1=O)NC1CCN(Cc2ccccc2)CC1 do in these assays?
MazF activator: 5; Vc quorum ag: inactive; GDH-TPI counter: 16; DUSP3 inh: 29; PriA SSB inh: 2; FBA Mtb inh: -2; BioA inh: -1.9; 3CLpro inhibitor: 5; Rv3671c protease: 2; UGM FP inh: 3.0

Results for O=C(OCCCc1cc2ccccc2c(=O)o1)c1ccc(F)cc1 ?
MazF activator: 10; Vc quorum ag: -0.6; GDH-TPI counter: 6; PriA SSB inh: -2; FBA Mtb inh: 1; BioA inh: -0.7; Rv3671c protease: -4; UGM FP inh: 3.5

Gathered by group: those above with a furan ring, fused or not.
What do the screens show for `COc1cccc(Nc2nc(-c3sc(NC(=O)c4ccco4)nc3C)cs2)c1`?
MazF activator: -8; Vc quorum ag: inactive; GDH-TPI counter: 15; DUSP3 inh: 25; PriA SSB inh: 3; FBA Mtb inh: 0; BioA inh: -1.3; 3CLpro inhibitor: -2; Rv3671c protease: -2; UGM FP inh: -0.5

Results for Cc1ccc(CN(C(=O)c2ccc([N+](=O)[O-])cc2)C2CCS(=O)(=O)C2)o1 (centres undefined) ?
MazF activator: 5; Vc quorum ag: 6.1; GDH-TPI counter: 4; DUSP3 inh: 11; PriA SSB inh: -11; FBA Mtb inh: -3; BioA inh: 1.0; 3CLpro inhibitor: 2; Rv3671c protease: -3; UGM FP inh: 2.2

Compound activity: PubChem BioAssay, several laboratories
